MrgX1 ag = activates human MrgX1 receptor signaling; Q96LB2; MrgX1-HEK293 cells, Fluo-4 calcium fluorescence, agonist mode; active compounds read high; B-score at 10 µM; actives 0.44% (n = 310,000); AID 588627;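 active means calcium response B-score plate-corrected fluorescence ratio at least 3 library SD, with starting fluorescence B-score inside 5 SD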
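Material – MrgX1-expressing HEK293 cells · Input – 15,000 cells seeded per well · Dosing – compound as first of three additions · Times – overnight seeding, then 1 h dark dye loading · Measured by – kinetic Fluo-4 NW fluorescence of intracellular calcium · Read-out – B-scored fluorescence response ratio · Benchmarks – positive and negative control wells on each plate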
MrgX1 antag = blocks BAM8-22 activation of human MrgX1 receptor | Q96LB2 | MRGX1-HEK293 calcium flux, Fluo-4, BAM8-22 antagonism; active compounds read low | B-score at 10 µM | actives 1.3% (n = 310,000) | AID 588676;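 active means calcium-response B-score plate-corrected more than 3 library SD below zero, starting fluorescence within 5 deviations, no agonist response on first addition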;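 further: peak minus trough fluorescence over baseline after final BAM8-22 challenge near maximal dose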
MrgX1 PAM = human MrgX1 positive allosteric modulation, primary screen; B-score at 10 µM; Q96LB2; MrgX1-HEK293, Fluo-4 calcium flux, FDSS; active compounds read high; actives 0.63% (n = 310,000);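 active means plate-corrected calcium response at least 3 library SD above typical, normal starting fluorescence, not activating the receptor alone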;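 further: compound read alongside a low EC10 to EC30 dose of BAM8-22 agonist; peak minus trough fluorescence over baseline measured at the second addition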
AI-2 QS mod = Vibrio harveyi AI-2 quorum sensing modulation; AID 2094; Vibrio harveyi JMH597 AI-2 luminescence/OD600 ratio, 9 h; active compounds read low; strain lacks LuxN and CqsS sensors; 0 = neutral-control median; actives 0.4% (n = 300,000); activity change, % at 7.5 µM; in the data active means activity change below about -75%, passing the limit was not always enough;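 further: luminescence divided by OD600 gain over 9 h not by final OD600 alone; inactives centre near 13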
TRPC4 inh = inhibitors of mouse TRPC4 channel; B-score at 10 µM; Q9QUQ5; actives 0.39% (n = 300,000); HEK293 TRPC4beta/mu-opioid, DAMGO-evoked Fluo4 calcium flux; active compounds read low;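 active means B-score over 3 SD under the library average, no early fluorescence shift, positive overall ratio signal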
Target sequence (Q9QUQ5 whole entry, looked up): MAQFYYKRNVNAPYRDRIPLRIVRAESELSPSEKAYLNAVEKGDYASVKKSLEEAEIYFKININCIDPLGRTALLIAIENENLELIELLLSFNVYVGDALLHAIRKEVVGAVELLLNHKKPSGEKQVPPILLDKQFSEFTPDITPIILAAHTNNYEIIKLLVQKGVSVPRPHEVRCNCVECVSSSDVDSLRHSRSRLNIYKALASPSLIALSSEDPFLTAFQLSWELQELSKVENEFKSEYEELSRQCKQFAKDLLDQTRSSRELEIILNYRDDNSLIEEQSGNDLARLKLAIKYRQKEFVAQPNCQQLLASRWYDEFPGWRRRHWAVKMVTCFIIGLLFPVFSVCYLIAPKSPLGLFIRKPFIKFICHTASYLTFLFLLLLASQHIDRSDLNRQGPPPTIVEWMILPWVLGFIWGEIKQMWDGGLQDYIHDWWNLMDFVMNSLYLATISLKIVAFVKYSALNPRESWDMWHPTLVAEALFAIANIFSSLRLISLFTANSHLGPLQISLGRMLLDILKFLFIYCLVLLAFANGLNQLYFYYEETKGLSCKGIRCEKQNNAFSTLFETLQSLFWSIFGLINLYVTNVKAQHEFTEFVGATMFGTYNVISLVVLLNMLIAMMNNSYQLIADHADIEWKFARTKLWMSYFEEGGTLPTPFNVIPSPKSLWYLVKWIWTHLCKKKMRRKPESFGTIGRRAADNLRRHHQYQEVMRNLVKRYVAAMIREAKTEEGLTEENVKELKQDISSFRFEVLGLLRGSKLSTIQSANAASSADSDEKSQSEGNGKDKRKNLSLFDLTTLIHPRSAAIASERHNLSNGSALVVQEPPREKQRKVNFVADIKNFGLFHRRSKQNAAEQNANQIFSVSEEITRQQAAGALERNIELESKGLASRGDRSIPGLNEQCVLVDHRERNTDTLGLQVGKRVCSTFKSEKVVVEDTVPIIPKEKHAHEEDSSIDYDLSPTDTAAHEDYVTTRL
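Assay system: TRPC4beta/mu-opioid receptor HEK293 cell line; compound dosing: single concentration per test compound; detection: Fluo4 Ca2+ flux fluorescence; evaluation: per-well B score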
HIF activator = HIF pathway transcriptional activation; U2OS HRE-luciferase reporter, luminescence; normalized: DMSO 0%, desferrioxamine 100%; activation, % at 7.5 µM (by protocol); actives 0.32% (n = 300,000);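 active means mean activation of at least 10% of the iron chelator positive control signal, with at least half of replicates also reaching 10%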
PolyA inh = yeast polyadenylation inhibition | S. cerevisiae SKY197-pL101 polyadenylation reporter, beta-gal luminescence; efflux-impaired pdr1/pdr3 knockout yeast; score 100 = 6 SD above DMSO | calls only at 12 µM | actives 0.02% (n = 300,000);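 active means lowest replicate activity score at least 50, where 100 means six control SD above control mean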;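 further: yeast exposed to compound for 9 h at 30 °C; higher score means more reporter readthrough which indicates perturbed polyadenylation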
TRPC4 potent = allosterically enhances the mouse TRPC4 cation channel | B-score at 10 µM | HEK293 TRPC4beta/mu-opioid, DAMGO EC20, Fluo-4 Ca2+ flux; active compounds read high | actives 0.42% (n = 310,000) | Q9QUQ5 | AID 2227;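 active means B-score of calcium response area above 5 SD of library B-scores, with initial fluorescence ratio within 5 SD of library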;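 further: B-score of integrated fluorescence ratio over time as area under calcium response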
TRPC4 act = TRPC4 (mouse) channel activation. Q9QUQ5. HEK293 TRPC4beta/mu-opioid, Fluo4 calcium fluorescence; active compounds read high. B-score at 10 µM. actives 0.49% (n = 310,000);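 active means B-score above 5 SD of library B-scores, and initial fluorescence ratio not above library mean plus 5 SD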;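 further: positive B-score marks a calcium rise read as TRPC4 activation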
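System: HEK293 cells stably co-expressing mouse TRPC4beta and mu-opioid receptor; Schedule: Fluo4 dye loading 45 min at room temperature, 110 s recording; Detection: Fluo4 fluorescence, kinetic; Evaluation: B-scored integrated calcium fluorescence ratio; Controls: buffer (low) and maximal DAMGO (high).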
TRPC6 act = activates the mouse TRPC6 cation channel. Q61143. HEK293-TRPC6 membrane potential dye fluorescence; active compounds read high. B-score at 10 µM. actives 0.13% (n = 310,000). AID 2550;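 active means B-score of the integrated fluorescence ratio above library mean plus 3 SD, and starting fluorescence ratio within library mean plus 5 SD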;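 further: higher score means more depolarization so channel activation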
TRPC6 inh = mouse TRPC6 channel inhibition; Q61143; B-score at 10 µM; HEK293-TRPC6, membrane potential dye, ACh-evoked depolarization; active compounds read low; actives 1.1% (n = 310,000);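 active means B-score under library mean minus 3 SD, initial fluorescence not abnormally high, positive integrated signal ratio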;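 further: B-score derived from integrated fluorescence ratio over the kinetic read; more negative B-score means stronger inhibition of depolarization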
The depositor's hits bear a star; i = inactive; / = no result given. These rows are one share of the data; count on the stated rates, not on these rows.

molecule,MrgX1 ag,MrgX1 antag,MrgX1 PAM,AI-2 QS mod,TRPC4 inh,HIF activator,PolyA inh,TRPC4 potent,TRPC4 act,TRPC6 act,TRPC6 inh
COc1cc(/C=C2/C(=N)N3C(=NC2=O)SN=C3S(=O)(=O)C(C)C)ccc1OC(=O)c1ccco1,i,i,38*,29,i,4.3,i,i,i,i,i
COc1ccc(COC(=O)C2=C(C)NC(=O)NC2c2ccc(OC)cc2)cc1 (stereo not given),i,i,i,18,i,-9.1,i,i,i,i,i
CCOc1ccc(-c2nnc(N3CCOCC3)c3ccccc23)cc1,i,i,i,28,i,0.6,i,i,i,i,i
COc1cc(C(=O)Oc2cc(N)n(S(=O)(=O)c3ccccc3)n2)cc(OC)c1OC,i,i,i,19,i,-0.7,i,i,i,i,i
COc1ccc(C(=O)COC(=O)c2ccc3ccccc3n2)cc1,i,i,i,11,i,0.0,i,i,i,i,i
COC(=O)c1ccccc1NC(=O)Cn1cnc2cc(C)c(C)cc21,i,i,i,11,i,-0.1,i,i,i,i,i
COc1cc(CNC2CCCCCC2)cc(OC)c1O,i,i,i,2,i,0.0,i,i,i,i,i
Cc1nn(CC(=O)Nc2ccc3nc4n(c(=O)c3c2)CCCC4)c(C)c1[N+](=O)[O-],i,i,i,24,i,-0.2,i,i,i,i,i
Fc1ccccc1CCNc1c2c(nc3ncnn13)CCCC2,i,i,i,29,i,-1.1,i,i,i,i,i
Cc1cc(C(=O)COC(=O)CCC(=O)c2ccc3c(c2)OCCO3)c(C)n1Cc1ccco1,i,i,i,/,i,-1.0,i,i,i,i,i
COC(=O)c1cc(COC(=O)c2cccnc2SC)oc1C,i,i,i,36,i,-0.9,i,i,i,i,i
Cc1cc(NC(=O)CSc2nnc(C3CC3)n2N)no1,i,i,i,12,i,0.0,i,i,i,i,i
CCOc1ccc(N(CC(=O)NCc2ccccc2OC)S(C)(=O)=O)cc1,i,i,i,17,i,1.5,i,i,i,i,i
O=C(/C=C/c1ccco1)N1CCN(S(=O)(=O)c2ccc(F)c(F)c2F)CC1,i,i,i,62,i,-0.3,i,i,i,i,i
Cc1nn(Cc2ccc(Cl)cc2Cl)c(Cl)c1/C=C/C(=O)OCC(=O)NCC(F)(F)F,i,i,i,18,i,-0.3,i,i,i,i,i
O=C(CN1C2=NCCCN2c2ccccc21)c1ccc2c(c1)OCO2,i,i,i,29,i,-0.4,i,i,i,i,i
CN1CCN(C(=O)C2=C[C@@H](c3csc4ccccc34)C[C@@H](OCCCCO)O2)CC1,i,i,i,11,i,-2.0,i,i,i,i,i
O=C1c2ccsc2SCCN1Cc1ccc(F)cc1,i,i,i,11,i,1.0,i,i,i,i,i
Clc1cc(Cl)cc(Nc2ncn[nH]2)c1,i,i,i,20,i,0.2,i,i,i,i,i
CSc1cccc(NCc2ccc([N+](=O)[O-])cc2)c1,i,i,i,-9,i,0.5,i,i,i,i,i
COc1ccc(C2C3=C(CCCC3=O)Nc3n[nH]c(C)c32)cc1OC (stereo not given),i,i,i,7,i,/,i,i,i,i,i
COc1ccc(C(=O)Nc2ccccn2)cc1,i,i,i,2,i,-1.0,i,i,i,i,i
O=C(O)c1cc(NCc2ccc(F)cc2)ccc1N1CCOCC1,i,i,i,18,i,0.0,i,i,i,i,i
CC(C)(C)OC(=O)N1CCCC1C(=O)NCCc1ccccc1 (stereo not given),i,i,i,15,i,0.1,i,i,i,i,i
CC(C)C(NC(=O)c1ccc(Br)cc1)C(=O)NC1=NCCS1 (stereo not given),i,i,i,11,i,-0.6,i,i,i,i,i
CSCCC(NC(=O)c1ccccc1)C(=O)N/N=C(\C)c1ccccc1 (stereo not given),i,i,i,6,i,-0.2,i,i,i,i,i
C/C(=N\NC(=O)CCc1ccc(S(=O)(=O)N2CCOCC2)cc1)c1ccc(OC(F)F)cc1,i,i,i,28,i,-0.8,i,i,i,i,i
COCc1c(C(=O)N/N=C/c2ccncc2)nnn1-c1nonc1N,i,i,i,16,i,-1.1,i,i,i,i,i
O=C(Nc1ccc(C(F)(F)F)cn1)Nc1cccs1,i,i,i,-9,i,5.1,i,i,i,i,i
CCOc1cc(-c2nc(C)c(C(C)=O)n2O)ccc1OCC(=O)Nc1cccc(C)c1,i,i,i,16,i,0.3,i,i,i,i,i
CC(=O)OCCNc1nc(-c2ccccc2)nc2ccccc12,i,i,i,10,i,-0.2,i,i,i,i,i
Nc1ccn(-c2ccc(Cl)cc2)c(=O)c1,i,i,i,15,i,0.1,i,i,i,i,i
O=C(c1cccc(C(F)(F)F)c1)c1c[nH]c(C(=O)NCC2CCCO2)c1 (stereo not given),i,i,i,15,i,-0.9,i,i,i,i,i
COc1ccc(C2=NS(=O)(=O)N(C)C(C(=O)N3CCC(C)CC3)=C2)cc1,i,i,i,19,i,-0.2,i,i,i,i,i
O=C(CCCOc1ccccc1)N1CCN(c2ccccn2)CC1,i,i,i,13,i,0.2,i,i,i,i,i
CC(=O)N1CCc2cc(N=NC3=C(O)CC(C)(C)CC3=O)ccc21,i,i,i,16,i,-0.3,i,i,i,i,i
COc1ccc2c(c1)c(C(C)=O)c(C)n2CCc1ccccc1,i,i,i,21,i,-31,i,i,i,i,i
Cc1ccc(C)c(NC(=O)Cn2nnc(C(=O)Nc3c(C)cccc3C)c2N)c1,i,i,i,14,i,-1.6,i,i,i,i,i
Cc1ccn(CC(=O)NC2CCCN(Cc3ccc(CC(C)C)cc3)C2)n1 (stereo not given),i,i,i,33,i,-0.4,i,i,145*,i,-5.8*
CCOc1cc(/C=N/NC(=O)c2ccc3c(c2)OCCO3)cc(Br)c1O,i,i,i,23,i,1.6,i,i,i,i,i
Cc1cccc(CCNC(=O)CCNS(=O)(=O)c2cc(Br)cnc2N)c1,i,i,i,17,i,0.0,i,i,i,i,i
CC1CCCCN1C(=O)CSc1nc2ccccc2[nH]1 (stereo not given),i,i,i,17,i,3.7,i,i,i,i,i
O=C1CCCc2oc3ccc(NS(=O)(=O)c4cccc5cccnc45)cc3c21,i,i,i,20,i,-0.5,i,i,i,i,i
C[C@]1(CO)CCC[C@@]2(C)C1CC[C@@H](CO)[C@@H]2CCc1ccoc1 (stereo not given in full),i,i,i,-1,i,0.4,i,i,i,i,i
O=C1CSC(c2ccccc2F)N1c1cc(Cl)ccc1O (stereo not given),i,i,i,34,i,-0.4,i,i,i,i,i
Cc1ccc(S(=O)(=O)N2CCC(C(=O)C3C(=O)CC(C)(C)CC3=O)CC2)cc1,i,i,i,14,i,-0.4,i,i,i,i,i
COc1ccc(CNC(=O)c2ccc3c(c2)N(C)CCS3)cc1,i,i,i,17,i,0.8,i,i,i,i,i
Nc1nc(-c2ccc(NC(=O)c3ccco3)cc2)cs1,i,i,i,2,i,0.0,i,i,i,i,i
O=C(COc1ccc2ccccc2c1)Nc1ccc2c3c(cccc13)CC2,i,i,i,20,i,0.2,i,i,i,i,i
Cc1c(NC(=O)C(C)N2CC(C)OC(C)C2)c(=O)n(-c2ccccc2)n1C (stereo not given),i,i,i,19,i,-0.1,i,i,i,i,i

(listing goes on)
molecule,MrgX1 ag,MrgX1 antag,MrgX1 PAM,AI-2 QS mod,TRPC4 inh,HIF activator,PolyA inh,TRPC4 potent,TRPC4 act,TRPC6 act,TRPC6 inh
O=C(NC1CCCCCC1)c1ccc(Br)o1,i,i,i,12,i,0.4,i,i,i,i,i
O=C(/C=C/c1ccc(O)c(O)c1)OCCc1ccccc1,i,i,i,-7,i,3.4,i,i,i,i,i
Cc1coc2cc3oc(=O)cc(C)c3cc12,i,i,i,-13,i,1.2,i,i,i,i,i
Cc1ccc(S(=O)(=O)NCCC(=O)Nc2cccc(Cl)c2)cc1,i,i,i,-3,i,0.3,i,i,i,i,i
C#CCOCCOCCOCCNc1nc(N2CCN(C(=O)[C@H]([C@@H](C)CC)n3cc([C@@H](N)CC(C)C)nn3)CC2)nc(N2CCN(C(=O)[C@H](CCCCN)n3cc([C@@H](N)CO)nn3)CC2)n1,i,i,i,20,i,-3.5,i,i,i,i,i
NC(=O)C1(N2CCCCC2)CCN(CC(=O)Nc2cc(Cl)ccc2Cl)CC1,i,i,i,23,i,-0.4,i,i,i,i,i
CCOC(=O)C1CCN(C(=O)c2ccc(N(C)S(=O)(=O)c3ccc(OC)cc3)cc2)CC1,i,i,i,12,i,0.0,i,i,i,i,i
O=C(NCc1cccnc1)c1ccc(NC(=O)c2ccc(Br)cc2)cc1,i,i,i,23,i,-0.5,i,i,i,i,i
Cn1c(SCC2CCCO2)nnc1-c1cccc([N+](=O)[O-])c1 (stereo not given),i,i,i,13,i,0.2,i,i,i,i,i
COC(=O)COc1cc(Br)c(/C=C2/SC(=O)N(CC(=O)N3CCCC3)C2=O)cc1OC,i,i,i,9,i,-0.5,i,i,i,i,i
CC(NC(=O)CN1CCOCC1)c1ccc(F)cc1 (stereo not given),i,i,i,19,i,0.8,i,i,i,i,i
CC(=O)Oc1ccc(N2C(=O)C3C4C=CC(O4)C3C2=O)cc1 (stereo not given),i,i,i,13,i,/,i,i,i,i,i
COC(=O)CSc1nnc(-c2ccccc2OC)n1-c1ccc(C)cc1,i,i,i,21,i,0.5,i,i,i,i,i
COc1cc(CNc2ccc3[nH]c(=O)[nH]c3c2)ccc1OCc1ccc(F)cc1,i,i,i,0,i,0.6,i,i,i,i,i
CCOc1ccc(Cn2c(=O)oc3ccc(C)cc32)cc1OC,i,i,i,26,i,0.1,i,i,i,i,i
Cc1nonc1CC(=O)N1CCc2c([nH]c3ccccc23)C1c1ccccc1F (stereo not given),i,i,i,12,i,0.6,i,i,i,i,i

High-throughput results as filed in PubChem BioAssay.
